High-throughput results from PubChem BioAssay.
POLH inh = DNA polymerase eta (human) inhibition. recombinant Pol eta, fluorescent DNA replication assay. Potency, µM (titrated, usually from 114 µM), without a hit: top-dose activity change, negative = inhibition, most hits filed as inhibitors. hit rate 1.2% among 390,000; also: potency is read from the fitted curve at half-maximal effect; % is scaled to controls: 0 for no effect and ±100 for the full control effect
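Pol eta at 10 nM preincubated with compounds 15 min at room temperature; reaction started with fluorescent substrate (50 nM final) and read kinetically at 0 and 10 min.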
Pin1 inhibitor = inhibitors of human Pin1. Q13526. Pin1 FP peptide displacement, HiFluor488, 10 min. Potency, µM (highest dose often 115 µM), without a hit: at the top dose activity, negative = inhibition, usual class: inhibitors. hit rate 0.009% among 390,000; active = well fitted inhibition curve with a large enough effect in the polarisation, with a control signal flat, not every such curve was filed as active; inconclusive = small, poorly fitted or top-dose-only effect, or effect the other way, or a change in a side signal; inactive = no such curve, though single readings can be large or run the other way; the % refers to the polarisation; also: potency is read from the fitted curve at half-maximal effect; % is scaled to controls: 0 for no effect and ±100 for the full control effect
Target sequence (Q13526 whole entry, looked up): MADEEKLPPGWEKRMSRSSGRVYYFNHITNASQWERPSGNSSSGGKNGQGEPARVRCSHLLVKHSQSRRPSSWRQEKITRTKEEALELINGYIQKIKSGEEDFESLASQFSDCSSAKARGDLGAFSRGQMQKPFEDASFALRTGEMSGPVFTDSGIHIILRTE
PI4K2A inh = PI4K2A (human) kinase inhibition; Q9BTU6; purified PI4K2A, ADP-Glo luminescence, 1 h; hits give low values; activity change, negative = inhibition, % at 76.9 µM; hit rate 0.13% among 420,000; AID 1346378; in the data active = activity change below about -50%; inconclusive = mostly about -30% to -49%;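 also: -100% = wells without enzyme as full effect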
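ADP-Glo luminescence measured ADP generated by PI4K2A enzyme (4 ug/mL before mixing) with 1.2 mM PI substrate (pre-mix) and 300 microM ATP (pre-mix). Tris pH7.5 buffer with MgCl2, Triton X-100; 1 h reaction at ambient temperature.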
G9a block = inhibitors of human histone lysine methyltransferase G9a. AID 504332. G9a H3K9 monomethylation, AlphaScreen, 2 h. hit rate 8.8% among 350,000. Q96KQ7. Potency, µM (highest dose often 102 µM), inactives show top-dose activity, negative = inhibition, hits mostly inhibitors; also: potency is read from the fitted curve at half-maximal effect; % is scaled to controls: 0 for no effect and ±100 for the full control effect; nearly all actives have a fitted effect of over 75% in size
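AlphaScreen read-out: biotin-H3K9 peptide (500 nM) methylation by 20 nM enzyme with 20 uM SAM, 2 h at room temperature after 15 min compound preincubation; anti-monomethyl H3K9 antibody plus donor/acceptor beads, 10 min dark.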
BAZ2B block = BAZ2B (human) inhibition | Q9UIF8 | AlphaScreen BAZ2B-H3K14Ac peptide displacement | Potency, µM (doses to about 114 µM), without a hit: top-dose activity change, negative = inhibition, most hits filed as inhibitors | hit rate 4.4% among 360,000 | AID 504333; also: potency is read from the fitted curve at half-maximal effect; % is scaled to controls: 0 for no effect and ±100 for the full control effect; nearly all actives have a fitted effect of over 60% in size
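Compounds, titrated to a top concentration of 110 uM, were incubated 30 min at room temperature with preformed BAZ2B/acetyl-K14 H3 peptide complex (50 nM each). Proximity signal was measured by AlphaScreen after 20 min with beads.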
HP1b binding inh = inhibitors of HP1-beta chromodomain binding to methylated histone tails; P83916; AlphaScreen HP1-beta / biotin-H3K9me3 peptide binding; Potency, µM (series often up to 114 µM), for inactives: top-dose activity change, negative = inhibition, actives largely listed as inhibitors; hit rate 0.56% among 390,000; AID 540317; also: potency is read from the fitted curve at half-maximal effect; nearly all actives have a fitted effect of over 70% in size; inactives centre near 23
Target sequence (P83916 whole entry, looked up): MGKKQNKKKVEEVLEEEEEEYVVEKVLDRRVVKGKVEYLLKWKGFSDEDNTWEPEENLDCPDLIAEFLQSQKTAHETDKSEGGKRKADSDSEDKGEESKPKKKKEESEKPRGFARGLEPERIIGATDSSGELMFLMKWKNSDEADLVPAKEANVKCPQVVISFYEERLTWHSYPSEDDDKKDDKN
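AlphaScreen: HP1-beta (50 nM) preformed 30 min with biotin-H3(1-18)K9me3 peptide (50 nM) in PBS pH 7.4, 0.01% Tween-20. Compound added for 30 min at RT, then streptavidin donor/nickel chelate acceptor beads (10 ug/mL) for 30 min.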
PGK inhibitor = inhibitors of T. brucei phosphoglycerate kinase; P07378; Potency, µM (series often up to 57.5 µM), for the others: at the highest dose activity change, negative = inhibition, most hits filed as inhibitors; hit rate 0.043% among 380,000; PGK/GAPDH coupled, Kinase-Glo luminescence, 60 min; also: potency is read from the fitted curve at half-maximal effect; % is scaled to controls: 0 for no effect and ±100 for the full control effect; nearly all actives have a fitted effect of over 60% in size
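Recombinant glycosomal PGK reaction used 1,3-bisphosphoglycerate generated in-well by GAPDH (100nM final) in 100mM TEA pH 7.6, 5mM MgCl2, 0.01% Tween-20. After 60 minutes at room temperature, ATP was read by Kinase-Glo Plus luminescence end-point.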
JMJD2A Tudor inh = inhibitors of human JMJD2A Tudor domain; O75164; AlphaScreen JMJD2A-Tudor / H3K4me3 peptide binding; Potency, µM (series often up to 114 µM), for the others: at the highest dose activity change, negative = inhibition, usual class: inhibitors; hit rate 4.4% among 390,000; also: potency is read from the fitted curve at half-maximal effect; % is scaled to controls: 0 for no effect and ±100 for the full control effect; nearly all actives have a fitted effect of over 50% in size
GLS inhibitor = glutaminase GLS (human) inhibition; GLS enzymatic activity, qHTS titration; AID 624170; O94925; hit rate 0.21% among 410,000; Potency, µM (top dose mostly 45.5 µM), inactives show at the top dose activity change, negative = inhibition, usual class: inhibitors; also: potency is read from the fitted curve at half-maximal effect; % is scaled to controls: 0 for no effect and ±100 for the full control effect
Target sequence (O94925 whole entry, looked up): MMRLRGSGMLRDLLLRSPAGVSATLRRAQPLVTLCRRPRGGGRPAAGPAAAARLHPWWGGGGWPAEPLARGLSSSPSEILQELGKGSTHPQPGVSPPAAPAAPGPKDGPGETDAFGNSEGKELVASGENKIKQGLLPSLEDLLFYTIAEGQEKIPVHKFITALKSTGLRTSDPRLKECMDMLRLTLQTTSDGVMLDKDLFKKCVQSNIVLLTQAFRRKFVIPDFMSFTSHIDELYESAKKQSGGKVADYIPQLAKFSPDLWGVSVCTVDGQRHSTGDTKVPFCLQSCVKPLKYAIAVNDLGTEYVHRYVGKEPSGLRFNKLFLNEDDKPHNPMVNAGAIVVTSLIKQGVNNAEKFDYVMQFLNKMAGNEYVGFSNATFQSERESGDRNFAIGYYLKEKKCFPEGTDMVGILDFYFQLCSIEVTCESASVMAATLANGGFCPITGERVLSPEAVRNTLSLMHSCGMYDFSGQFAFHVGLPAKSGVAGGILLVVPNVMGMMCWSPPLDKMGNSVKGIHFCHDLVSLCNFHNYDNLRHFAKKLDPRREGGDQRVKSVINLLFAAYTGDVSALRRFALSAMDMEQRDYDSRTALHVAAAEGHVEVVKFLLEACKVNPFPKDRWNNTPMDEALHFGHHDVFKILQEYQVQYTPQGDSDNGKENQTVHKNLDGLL
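Human kidney-isoform GLS in 45 mM KH2PO4 pH 8.2, 0.02% Tween-20, with compound, started with 1mM L-Glutamine (added stock). Glutamate oxidase/HRP/Amplex red coupled fluorescence read at start and after 30 min at RT.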
* = called active by the depositor; i = inactive; ? = inconclusive; nt = no result given; [ ] = another dose, or the depositor's remark. Unless noted, calls follow the shape of the dose curve; as a rule, active = well fitted curve in the direction sought with a large enough effect; inconclusive = small, poorly fitted or top-dose-only effect, or another doubt; inactive = no such curve, though single readings can be large; an effect the other way counts as inactive or inconclusive.

No. | Molecule | POLH inh | Pin1 inhibitor | PI4K2A inh | G9a block | BAZ2B block | HP1b binding inh | PGK inhibitor | JMJD2A Tudor inh | GLS inhibitor
1 | CC(C)(C)C1CCc2c(sc(NC(=O)CCC(=O)O)c2C(=O)Nc2ccccc2C(F)(F)F)C1 (stereo not given) | ? | nt | -4 | ? | 50µM* | -17% | -15% | 56µM* | 11%
2 | O=C(OC1CCCC1)c1ccc(Cl)cc1Cl | -1% | -10% | -1 | nt | nt | 73%[activator][57 µM] | 3% | 99%[activator] | -11%
3 | CCOc1ccc(NCc2cccn2-c2nnc(N3CCC(C(=O)NCCc4ccc(OCC)c(OCC)c4)CC3)s2)cc1 | nt | -5% | 2 | ? | -29% | -1% | nt | ? | -4%
4 | CC(=O)Nc1ccc(OCC(=O)NCc2ccc3c(c2)OCO3)cc1 | 13% | 1% | 1 | -26% | -12% | 9% | -1% | -11% | -1%
5 | CC(=O)c1c(C)[nH]c(C(=O)OCC(=O)N2c3ccccc3NC(=O)C2(C)C)c1C | -7% | -21% | 5 | 3%[59 µM] | -12% | 19% | -6% | -7% | -4%
6 | Cc1ccccc1OCCC(=O)OCC(=O)NC(C)c1ccccc1 (stereo not given) | -13% | 3% | 5 | 17%[12.7 µM] | -2% | 37% | 1% | 0% | -10%
7 | CCC(C)NC(=O)CN(c1cc(Cl)cc(Cl)c1)S(C)(=O)=O (stereo not given) | -26% | -7% | -1 | -5% | 7% | 51%[activator] | -9% | -3% | -4%
8 | Cc1cc(C)c(C(=O)COC(=O)CNC(=O)c2ccccc2C)c(C)c1 | -12% | 1% | -1 | 10% | -4% | 18% | i | -10% | 19%
9 | Cc1ccc(C(=O)Nc2ccccc2N2CCN(C(=O)C(C)C)CC2)cc1C | -4% | -1% | 3 | -10% | -36% | 37% | -1% | -11% | -3%
10 | CCC1CCCCN1C(=O)Cn1c(=O)n(CC2CCC(C(=O)NC)CC2)c(=O)c2sccc21 (stereo not given) | 2% | -7% | 0 | 10%[59 µM] | 3% | 65%[activator] | 2% | -7% | 5%
11 | Cc1[nH]nc2c1C(C(C)C)C(C#N)=C(N)O2 (stereo not given) | -12% | -1% | 0 | 21%[59 µM] | 0% | 27% | i | -3% | 25%
12 | CCOc1ccc2nc(NC(=O)CN3CCN(CC)CC3)sc2c1 | -4% | 7% | -1 | 45µM* | -5% | 16% | 0% | -8% | 7%
13 | Cc1ccccc1NC(=O)c1c(NC(=O)c2cccs2)sc2c1CCC(C)C2 (stereo not given) | -17% | 0% | 3 | 2%[59 µM] | -1% | 17% | -3% | -11% | 1%
14 | Cc1ccccc1-c1n[nH]c(=S)n1/N=C/c1c(C)nn(-c2ccccc2)c1C | -1% | 0% | -2 | 1µM* | -5% | 25% | -1% | ? | ?
15 | Cc1ccc(NC(=O)c2cc(S(=O)(=O)N3CCCC3)cn2C)cc1 | -9% | 6% | -10 | nt | 4% | 20% | i | -20% | 0%
16 | CCOC(=O)C1=C(C)N(Cc2ccc(C(=O)O)cc2)C(=O)NC1c1ccc([N+](=O)[O-])cc1 (stereo not given) | -10% | 5% | 3 | ? | -20% | 21% | -6% | -19% | -1%
17 | Cc1cccc(Cn2c(CNS(=O)(=O)c3ccc(C(C)C)cc3)nc3cccnc32)c1 | -17% | -3% | 0 | 5%[59 µM] | 1% | 25%[57 µM] | 2% | -2% | 4%
18 | O=C(CN1CCC(O)(c2ccc(F)cc2)CC1)NCc1ccc(F)cc1 | -8% | 1% | -1 | -18%[2.33 µM] | 0% | 29% | -2% | -14% | 14%
19 | CCC(=O)NC(=S)Nc1ccc(NC(=O)c2cc3ccccc3o2)c(OC)c1 | -14% | -1% | 2 | nt | 7% | 23% | 1% | -17% | 5%
20 | COc1cc(C(=O)NNC(=O)CNC(=O)c2ccc(Br)o2)cc(OC)c1OC | -4% | 1% | 6 | 27% | -12% | 16% | 0% | -7% | 12%
21 | COc1cccc(CNC(=O)CCC2CCCN(C(=O)c3ccc(OC)o3)C2)c1 (stereo not given) | -11% | 1% | 5 | nt | -6% | 30% | -2% | -12% | 4%
22 | CCCC(C)C(=O)Nc1ccc(F)c(Cl)c1 (stereo not given) | -9% | -6% | 10 | -2% | -9% | 36% | i | -4% | -1%
23 | O=C(NCc1ccccn1)c1cc(-c2ccc(Br)cc2)nc2ccccc12 | -1% | 0% | 6 | 14%[59 µM] | 9% | 26% | -1% | -18% | 1%
24 | Nc1nc2n(n1)C(c1ccco1)CC(c1ccc(Cl)cc1)N2 (stereo not given) | -4% | -1% | -3 | 16% | 11% | -20% | -2% | ? | 31%[activator]
25 | CC(C)NC(=O)c1cc2c(C(F)(F)F)nn(C)c2s1 | -13% | -6% | -4 | 6%[59 µM] | 29% | 41%[activator] | i | 10% | -6%
26 | CCN(CC)S(=O)(=O)c1ccc2c(c1)nc(SCC(=O)NC1CC1)n2-c1ccccc1OC | -11% | 7% | -4 | ? | 4% | 21% | 9% | -3% | 10%
27 | COC(=O)c1cc(C(=O)N2CCN(c3cccc(Cl)c3)CC2)cc([N+](=O)[O-])c1 | -17% | 17% | 0 | ? | -38% | 3% | -2% | ? | -4%
28 | COc1ccc(NC(=O)C(=O)NCCO)cc1Cl | -22% | 2% | -2 | 23%[59 µM] | 8% | 40% | 1% | -3% | 0%
29 | CC(C)(C)OC(=O)[C@H](Cc1ccccc1)NC(=O)c1nc[nH]c1C(=O)N1CCN(c2ccccc2)CC1 | -22% | 0% | -2 | nt | -3% | ? | 0% | ? | 4%
30 | O=C(Cn1cnc2ccccc2c1=O)c1c[nH]c2ccccc12 | -11% | 5% | 1 | -9% | 2% | 46%[activator] | i | -3% | -1%

Along the list, quoted from above:
Entries 11 to 21 in Pin1 inhibitor, in turn: -1%, 7%, 0%, 0%, 6%, 5%, -3%, 1%, -1%, 1%, 1%
Entries 11 to 21 in GLS inhibitor, in turn: 25%, 7%, 1%, ?, 0%, -1%, 4%, 14%, 5%, 12%, 4%

Next section.
No. | Molecule | POLH inh | Pin1 inhibitor | PI4K2A inh | G9a block | BAZ2B block | HP1b binding inh | PGK inhibitor | JMJD2A Tudor inh | GLS inhibitor
31 | COc1cc(OC)cc(-c2nnc(SCC(=O)N3CCCc4ccccc43)o2)c1 | -17% | 5% | -3 | -89% | 4% | 23% | i | -14% | -5%
32 | CCCCCC(=O)Nc1nc(C)c(-c2csc(Nc3cc(Cl)ccc3OC)n2)s1 | -10% | 23% | -4 | ? | ? | ? | 6% | ? | 4%
33 | Cc1cccc(N2CCN(c3nc4ccccc4c4nc(-c5ccccc5)nn34)CC2)c1C | -15% | 5% | 5 | 0%[59 µM] | 2% | 34% | -6% | 6% | -15%
34 | O=C(NCc1ccco1)c1ccccc1F | 22µM* | -19% | -5 | 0%[12.7 µM] | ? | 17% | -1% | ? | -20%
35 | COc1ccc2nc(SCCC(=O)O)cc(C)c2c1 | -9% | -5% | -1 | -27% | -11% | -10% | -3% | -16% | 8%
36 | COc1ccc(N=C(C)C2=C(O)CSC2=O)cc1 | -2% | 6% | -1 | 40µM* | 1% | 2% | -6% | -15% | 4%
37 | CC(C)CCN(Cc1ccco1)S(=O)(=O)c1ccc(-c2ccc(=O)[nH]n2)s1 | 4% | -4% | -9 | 24%[59 µM] | -7% | 15% | 1% | -18% | 4%
38 | CCCn1c(=O)c2sccc2n2c(CCCC(=O)NC3CCCCC3)nnc12 | -28% | -6% | -3 | -2%[59 µM] | -4% | 44%[activator] | -5% | 5% | -2%
39 | C[C@H]1CN([C@@H](C)CO)C(=O)c2cc(NC(=O)NC3CCCCC3)ccc2O[C@H]1CN(C)C(=O)Nc1ccc(C(F)(F)F)cc1 | -8% | 19% | -3 | nt | nt | 82%[activator] | -2% | -24% | -1%
40 | O=C(Cn1cncn1)N/N=C/c1cccc(Cl)c1 | -19% | 1% | 3 | 11% | 1% | 35% | i | 7% | -5%
41 | N#C/C(=C\c1ccccc1)C(=O)OCC(=O)N1CCCC1 | 7% | -2% | 0 | 4% | -1% | 41%[activator] | -3% | -13% | 14%
42 | O=C(NCc1ccc(F)cc1)c1cc(-c2ccco2)on1 | -7% | 47%[activator] | 5 | -20%[12.7 µM] | 3% | 37% | 0% | -15% | 1%
43 | O=C(N=C1SC2CS(=O)(=O)CC2N1c1ccc(F)cc1F)C1CC1 (stereo not given) | -9% | 5% | -4 | -35% | 2% | 39%[activator] | -1% | 2% | 1%
44 | O=C(O)c1cccc(N/N=C/c2cccc3ccccc23)c1 | ? | -1% | 0 | 35µM* | -22% | -5% | -4% | -26% | ?
45 | O=C(CSc1cn(CC(=O)N2CCCC2)c2ccccc12)Nc1cc(C(F)(F)F)ccc1Cl | -6% | 3% | 2 | -4%[59 µM] | -16% | 16% | -2% | -23% | 4%
46 | CC(=O)c1ccc(NC(=S)NC(=O)c2c(Cl)c(C)nn2C)cc1 | -26% | 9% | -1 | 14%[59 µM] | -5% | 9% | 1% | -7% | -7%
47 | O=C1CSC(=Nc2ccc(Cl)cc2)N1Cc1ccco1 | -15% | 4% | -8 | 8%[59 µM] | 1% | 42% | -9% | -5% | -1%
48 | COC(=O)C(C)(C)ONC(=O)Nc1ccccc1Br | -11% | -3% | 0 | -10%[59 µM] | 5% | 27% | i | -13% | -1%
49 | O=C(NCCCSc1ccccc1)c1cc(Br)ccc1O | -10% | -1% | -4 | 29% | -21% | 80%[activator] | -1% | 23% | 15%
50 | N/C(Cc1ccc([N+](=O)[O-])cc1)=N\OC(=O)Cc1ccccc1 | -1% | -1% | -1 | -51%[59 µM] | 0% | 21% | -4% | -17% | 0%
51 | CCCC(CCC)C(=O)Nc1cccc(-c2cn3cccnc3n2)c1 | -19% | -1% | 4 | 11%[59 µM] | -12% | 26%[57 µM] | i | -9% | -14%

Not all compounds are listed; count on the stated rates, not on these rows.
